PPARg SRC3 recr: PPARgamma agonists recruiting SRC-3 coactivator, primary screen, biochemical; Peroxisome proliferator-activated receptor gamma (Homo sapiens), P37231; biochemical PPARgamma/SRC-3 coactivator recruitment assay; activation, % at 8 µM; 200,000 compounds, 0.26% hits; AID 731, 2007; in the data active = activation above about 23%;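 also: 0% = DMSO and 100% = reference agonist; some compounds past the cut are filed as inactive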
Target sequence (P37231 whole entry, looked up): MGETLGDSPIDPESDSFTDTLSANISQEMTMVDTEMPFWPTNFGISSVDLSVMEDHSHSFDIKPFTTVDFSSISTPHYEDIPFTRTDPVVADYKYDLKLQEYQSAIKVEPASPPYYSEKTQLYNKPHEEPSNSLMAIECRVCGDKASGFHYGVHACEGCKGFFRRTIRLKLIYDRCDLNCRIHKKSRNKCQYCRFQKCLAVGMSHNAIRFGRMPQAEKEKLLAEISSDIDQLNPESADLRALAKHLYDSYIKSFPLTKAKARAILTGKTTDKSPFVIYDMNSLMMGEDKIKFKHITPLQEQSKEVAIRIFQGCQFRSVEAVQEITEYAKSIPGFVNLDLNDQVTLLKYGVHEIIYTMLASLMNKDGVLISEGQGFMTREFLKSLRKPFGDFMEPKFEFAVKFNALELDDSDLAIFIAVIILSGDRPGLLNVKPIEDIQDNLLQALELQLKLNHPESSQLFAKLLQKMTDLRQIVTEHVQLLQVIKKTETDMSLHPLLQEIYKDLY
TNAP act hiacc: TNAP activators at high phosphate acceptor level, primary screen, biochemical, luminescence, uHTS. purified TNAP, CDP-star luminescence, 1 M DEA, 30 min; active compounds read high; 0 = EDTA background, 1 = DMSO-only activity. activation factor at 20 µM. 200,000 tested, under 10 active. AID 1136, 2008;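 active = activation factor at least 2 at 20 µM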
Target sequence (P05186 whole entry, looked up): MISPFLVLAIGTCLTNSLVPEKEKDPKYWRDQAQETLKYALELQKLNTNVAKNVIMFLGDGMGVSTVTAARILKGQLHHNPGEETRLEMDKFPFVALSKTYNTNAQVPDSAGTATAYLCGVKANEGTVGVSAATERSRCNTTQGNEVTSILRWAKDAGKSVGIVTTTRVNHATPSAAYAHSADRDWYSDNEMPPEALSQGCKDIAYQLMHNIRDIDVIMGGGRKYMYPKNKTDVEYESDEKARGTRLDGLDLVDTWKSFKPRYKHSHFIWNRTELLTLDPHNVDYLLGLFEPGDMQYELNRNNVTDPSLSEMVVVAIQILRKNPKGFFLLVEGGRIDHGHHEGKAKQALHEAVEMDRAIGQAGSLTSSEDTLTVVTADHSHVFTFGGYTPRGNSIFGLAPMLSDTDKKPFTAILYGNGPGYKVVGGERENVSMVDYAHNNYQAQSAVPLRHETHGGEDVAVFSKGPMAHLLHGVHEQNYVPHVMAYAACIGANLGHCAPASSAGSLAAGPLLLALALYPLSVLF
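Test system – human TNAP · Doses – 20 µM single point · Incubation – 30 min, room temperature · Signal – luminescent substrate turnover signal · Read-out basis – activation factor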
bIAP act: bovine intestinal alkaline phosphatase activators, primary screen, biochemical, bovine IAP, CDP-star luminescence. 200,000 compounds, 0.17% hits. purified bovine IAP, 30 min; active compounds read high; fold of DMSO-control signal, blank-subtracted. activation factor at 20 µM. AID 1016, 2008;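 active = activation factor of 2 or more at 20 µM, a signal rise over negative controls twice the positive control's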
TNAP inh noacc: human TNAP enzyme inhibitors, primary screen, biochemical, luminescent, no phosphate acceptor, uHTS; inhibition, % at 20 µM; purified TNAP, CDP-star luminescence, 30 min; 200,000 compounds, 0.26% hits; Alkaline phosphatase, tissue-nonspecific isozyme (Homo sapiens), P05186;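 active = tissue-nonspecific alkaline phosphatase inhibition above about 50% at 20 µM in the single-dose screen, limit read from the data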;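 also: 0% = DMSO negative control and 100% = EDTA positive control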
PPARg SRC-1 ag: PPARgamma agonists recruiting SRC-1 coactivator, primary screen, biochemical | PPARgamma-SRC-1 coactivator recruitment biochemical assay | activation, % at 8 µM | 200,000 compounds, 0.41% hits; in the data active = activation above about 19%;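 also: 0% = DMSO and 100% = reference agonist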
bIAP inhibitor: bovine intestinal alkaline phosphatase inhibitors, primary screen, selectivity assay for TNAP inhibitor project, biochemical, bovine IAP, CDP-star luminescence | alkaline phosphatase, intestinal [Bos taurus] | purified bovine IAP, 30 min | inhibition, % at 20 µM | 190,000 tested, under 10 active | AID 1019, 2008;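 active = over 50% inhibition of intestinal alkaline phosphatase at 20 µM in the single-dose screen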
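test system = bovine IAP enzyme | medium = DEA buffer 100 mM, pH 9.8, with MgCl2 1.0 mM, ZnCl2 0.02 mM | detection = luminescence | dosing = single compound dose of 20 µM, 2% DMSO final | incubation = 30 min reaction at room temperature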
PPARg SRC-2 ag: agonists of PPARg-SRC-2 recruitment, primary screen, biochemical, HTS. Peroxisome proliferator-activated receptor gamma (Homo sapiens), P37231. PPARgamma LBD-SRC-2 recruitment. activation, % at 8 µM. 200,000 compounds, 0.34% hits; in the data active = activation above about 22%;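 also: 0% = vehicle and 100% = reference agonist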
TR-FRET SRC-2 ct: TR-FRET signal artefacts, primary screen, artefact control for PPARgamma SRC-2 agonist project, biochemical; TR-FRET artefact counter-screen; active compounds read high; TR-FRET ratio at 8 µM; 200,000 compounds, 0.4% hits; AID 1049, 2008; in the data active = TR-FRET ratio above about 2000; also: inactives centre near 1500
TNAP inh hi DEA: human TNAP enzyme inhibitors, primary screen, biochemical, luminescent, high phosphate acceptor level, uHTS; Alkaline phosphatase, tissue-nonspecific isozyme (Homo sapiens), P05186; 200,000 compounds, 0.03% hits; purified TNAP, CDP-star luminescence, 1 M DEA; AID 1135, 2008; inhibition, % at 20 µM;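 active = over 50% inhibition of tissue-nonspecific alkaline phosphatase at 20 µM in the single-dose screen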;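 also: plate controls were DMSO wells for no effect and EDTA-quenched wells as full inhibition for full effect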
Efa HMGR inh: inhibitors of E. faecalis class II HMGR, primary screen, biochemical, Enterococcus faecalis; HMG-CoA reductase (Enterococcus faecalis, mvaE); purified E. faecalis HMGR, NADPH absorbance 340 nm kinetic; inhibition, % at 10 µM; 190,000 compounds, 0.41% hits;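 active = inhibition above a set limit, the median over all tested compounds plus 3 SD, cut at about 9.5% in these data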;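 also: enzyme runs in reverse so mevalonate oxidation gives rising NADPH absorbance; 0% = complete reaction with DMSO and 100% = background rate lacking mevalonate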
Numbers without * were called inactive; . = not tested or not shown. An unsorted share of the library; 1.6% or so of the library scored in one or more.

Start of the data: the first two records, ahead of the listing:
Below each SMILES: PPARg SRC3 recr	TNAP act hiacc	bIAP act	TNAP inh noacc	PPARg SRC-1 ag	bIAP inhibitor	PPARg SRC-2 ag	TR-FRET SRC-2 ct	TNAP inh hi DEA	Efa HMGR inh
Cc1cccc(N2C(=O)C(Cl)=C(Nc3c(C)n(C)n(-c4ccccc4)c3=O)C2=O)c1C
    -6.2	1	1	-2.3	2.5	-1.9	1.9	1416	1.0	-6.7
Cc1ccc(Nc2nc(-c3ccncc3)cs2)cc1
    -4.2	1	0.9	-5.5	-0.6	6.6	-1.5	1547	-0.7	-1.2

All compounds of this part, from the first entry:
Below each SMILES: PPARg SRC3 recr	TNAP act hiacc	bIAP act	TNAP inh noacc	PPARg SRC-1 ag	bIAP inhibitor	PPARg SRC-2 ag	TR-FRET SRC-2 ct	TNAP inh hi DEA	Efa HMGR inh
Cc1cccc(N2C(=O)C(Cl)=C(Nc3c(C)n(C)n(-c4ccccc4)c3=O)C2=O)c1C
    -6.2	1	1	-2.3	2.5	-1.9	1.9	1416	1.0	-6.7
Cc1ccc(Nc2nc(-c3ccncc3)cs2)cc1
    -4.2	1	0.9	-5.5	-0.6	6.6	-1.5	1547	-0.7	-1.2
CC(C)c1csc(CN2CCC(CO)(Cc3cccc(F)c3)CC2)n1
    -0.4	1.1	1	-4.2	-6.0	-4.2	0.0	1656	-8.9	3.7
CC(C)(C)OC(=O)c1c(N)n(CCCN2CCCC2=O)c2nc3ccccc3nc12
    -3.8	1	1	-17.7	4.0	-3.7	0.7	1455	-2.2	-1.8
Cc1cc(=O)[nH]c(SCC(=O)Nc2ccccc2C)n1
    -0.4	1	1	-5.0	-4.2	-0.5	6.7	1511	-0.5	7.7
O=[N+]([O-])c1ccc(NCCCN2CCOCC2)c([N+](=O)[O-])c1
    2.2	1	0.9	1.3	-9.5	14.2	1.4	1333	2.3	7.0
O=C(Cc1ccc(Cl)cc1)Nc1ccc(Br)cc1
    -2.9	1	0.9	-0.9	-1.6	9.3	-4.7	1612	1.6	-5.9
COc1cccc(-n2c(CNc3ccc(F)cc3)nnc2SCC(N)=O)c1
    -2.8	1.1	1	-15.9	-6.4	-2.7	-0.3	1462	-5.0	-2.2
CN(C)C(=O)N1CCC(C(=O)NCc2ccc(F)cc2)CC1
    -6.6	1.1	1	14.7	-2.6	4.9	-4.8	1382	-6.0	-7.0
C=CCn1c(O)c(N=NC(=O)c2ccc3c(c2)OCO3)c2ccccc21
    -2.8	1	0.9	-2.7	-6.9	8.1	-2.8	1541	0.8	-5.4
Cn1c(=O)n(C)c2cc(S(=O)(=O)Nc3ccccc3)ccc21
    3.4	1	1	-7.9	7.4	-1.8	5.8	1738	-3.2	-3.8
CCCOc1ccc(C2C(C(=O)c3ccc(C)o3)=C(O)C(=O)N2CCCn2ccnc2)cc1 (centres undefined)
    21.8	.	.	.	25.1*	.	22.1*	2166*	.	.
CCOC(=O)C1=C(c2ccccc2)NC(=S)NC1c1ccc(C)c([N+](=O)[O-])c1 (centres undefined)
    4.6	1	0.8	0.5	1.8	18.0	6.6	1745	-4.4	3.0
O=C(Nc1ccccc1)c1ccc2nsnc2c1
    11.9	1	1	-6.2	3.3	-0.1	7.7	1490	1.7	2.1
COc1cccc(CNC(=O)C2CCCN(c3nc4ccccc4o3)C2)c1 (centres undefined)
    -8.2	1.1	1.1	-10.7	5.8	-8.3	-0.5	1607	-7.5	-0.3
N/C(=N\OC(=O)Cc1ccc(-c2ccccc2)cc1)c1cccnc1
    9.0	1	1	-7.8	-3.9	3.8	10.2	1609	-1.3	-6.8
CN=c1scc(-c2cccs2)n1/N=C/c1ccccc1O
    0.8	1	1	20.8	-8.0	0.2	-6.2	1665	2.8	-4.0
Cc1ccc(N2C(N)=C(C#N)C(c3ccsc3)C3=C2CC(C)(C)CC3=O)cc1 (centres undefined)
    -9.1	1	1	-10.3	-7.3	2.2	1.8	1653	-4.2	0.9
CCc1ccc(OCCCC(=O)Nc2nnc(C3CCCO3)s2)cc1 (centres undefined)
    5.4	1	0.9	-9.0	1.7	5.9	2.3	1583	-3.6	0.2
Cc1cc(C(=O)NCCC2=CCCCC2)ccc1[N+](=O)[O-]
    3.4	1	0.9	-1.4	6.6	9.8	-2.1	1449	-0.1	-0.3

Remaining list, next part
Below each SMILES: PPARg SRC3 recr	TNAP act hiacc	bIAP act	TNAP inh noacc	PPARg SRC-1 ag	bIAP inhibitor	PPARg SRC-2 ag	TR-FRET SRC-2 ct	TNAP inh hi DEA	Efa HMGR inh
Cc1ccc(-c2cn3cccnc3n2)cc1NC(=O)c1c(-c2ccccc2Cl)noc1C
    7.3	1	1	-3.7	8.4	1.4	2.0	1642	-3.3	-3.9
Cc1ccc(C2CC(c3cccc(NS(C)(=O)=O)c3)=NN2S(C)(=O)=O)cc1 (centres undefined)
    8.7	1	1.1	-0.9	4.7	-11.0	0.7	1641	-1.0	-1.8
O=C(Nc1sc2c(c1CN1CCOCC1)CCC2)c1ccc(F)cc1
    4.7	1.1	1	-0.8	-3.0	2.5	5.4	1780	-6.5	-4.0
CCn1cc(C(=O)NCC2CCCO2)c(=O)c2cc(S(=O)(=O)N(C)C3CCCCC3)ccc21 (centres undefined)
    15.1	1	1	-13.4	4.0	-2.4	9.5	1574	0.2	-0.3
CC(C)c1[nH]c(=O)c(C#N)c2c1COC(C)(C)C2
    13.5	1	1	-7.0	0.9	3.4	-0.3	1630	0.1	0.7
CC(C)(C)c1csc(NNC(=O)c2ccc(Br)cc2)n1
    -0.6	1	1.1	-1.3	-3.5	-7.9	1.6	1445	4.2	0.8
Cc1nc(Nc2ccc3c(c2)OCCO3)c2c(C)c(C)sc2n1
    1.7	1.1	1	-7.7	3.5	1.7	7.6	1514	-6.1	5.2
C/C(CC(=O)Nc1ccccn1)=N\NC(=O)c1cccc(C)c1
    2.2	1	1	-5.8	5.2	0.4	4.0	1638	-4.2	-5.0
CCOc1cc(C2C(C(=O)c3ccccc3)=C(C(=O)OC)Nc3nnnn32)ccc1O (centres undefined)
    -3.4	1	0.8	-2.7	5.2	15.9	8.8	1741	1.0	-1.3
COc1cc(-c2nc3ccc(C)cn3c2Nc2ccc3c(c2)OCCO3)ccc1O
    11.2	1	0.9	-7.6	7.5	7.8	11.1	1642	-1.9	-2.7
O=c1[nH]c(CN2CCN(c3ccccc3)CC2)nc2ccccc12
    2.2	1	0.9	0.5	-5.7	8.7	1.1	1298	1.2	-6.7
OCC1CCCN(Cc2cn(Cc3ccccc3)nc2-c2cc3ccccc3o2)C1 (centres undefined)
    2.1	1	1	-5.1	-3.7	-2.0	-5.3	1367	-2.1	-7.3
COC(=O)Cc1ccc(NC(=O)c2cccs2)cc1
    -3.7	1	0.9	-3.1	-7.8	12.9	-9.3	1579	2.5	0.8
Cc1ccc[n+](-c2nc([O-])sc2C=O)c1
    -3.0	1	1.1	-6.9	-7.4	-12.6	4.0	1670	0.8	-1.1
C#CCOCCOCCOCCNc1nc(N2CCN(C(=O)[C@H](CCCCN)n3cc([C@@H](N)CO)nn3)CC2)nc(N2CCN(C(=O)[C@H](Cc3cc4ccccc4[nH]3)n3cc([C@@H](N)CC(C)C)nn3)CC2)n1
    -4.2	1.1	1.5	-18.4	4.5	-53.8	1.8	1511	-8.2	1.4
Cn1ccc(NC(=O)Nc2cccc(C(F)(F)F)c2)n1
    -1.3	1	1.1	-15.6	-0.4	-8.3	4.5	1550	-4.5	-7.0
Cc1cc(C(=O)NC(C)CCC(C)C)c2ccccc2n1 (centres undefined)
    8.9	1	1	-7.2	14.4	-2.5	11.2	1893	2.7	-5.5
CN(C)N=Nc1ccc(S(=O)(=O)N2CCSC2C(=O)O)cc1 (centres undefined)
    7.9	.	.	.	3.7	.	13.6	1590	.	.
CCOC(=O)C1(Cc2cccc(F)c2)CCN(CC2CC2)CC1
    1.5	1	1.2	-5.7	6.6	-22.3	2.4	1694	-1.7	-3.0
Cc1ccc(S(=O)(=O)n2c3ccc(Cl)cc3c3nc(C)sc32)cc1
    0.3	0.9	1.2	-15.0	0.9	-19.7	1.0	1625	5.0	-5.9

(further entries)
Below each SMILES: PPARg SRC3 recr	TNAP act hiacc	bIAP act	TNAP inh noacc	PPARg SRC-1 ag	bIAP inhibitor	PPARg SRC-2 ag	TR-FRET SRC-2 ct	TNAP inh hi DEA	Efa HMGR inh
Cc1nnc(NC(=O)CSc2n[nH]c(-c3ccccc3)n2)s1
    -1.8	1	1.1	58.8*	0.3	-9.1	-8.5	1601	-4.5	-4.3
CCN(CC)c1ccc(N2C(=O)/C(=C/c3cccnc3)SC2=S)cc1
    5.8	1	1	2.2	8.3	1.5	3.4	1567	-0.7	-10.3
COCCn1c(SCc2nc3ccccc3c(=O)[nH]2)nc2ccccc2c1=O
    -2.5	1.1	1.1	-8.3	11.5	-5.5	6.6	1628	-7.6	-2.3
O=C(O)CCCCCn1c(SCC(=O)N2CCCC2)nc2ccsc2c1=O
    2.9	1	1	-8.3	2.3	-4.2	3.1	1513	-2.5	1.6
CC1=CC(C)(C)Nc2ccc(OS(=O)(=O)c3ccc(C)cc3)cc21
    8.6	1	0.8	-3.5	-9.3	16.9	-8.1	1339	-1.6	-5.4
Cc1ccc(C2Oc3ccccc3C3=C2C(c2cccs2)n2ncnc2N3)cc1 (centres undefined)
    -17.0	1	1	2.0	-7.7	1.8	-6.9	1414	-0.5	-4.9
COC(=O)c1ccc(C)c(NS(=O)(=O)c2ccc(OC)cc2)c1
    1.1	1	1	-3.5	-2.1	1.1	-1.7	1689	4.4	-1.8
CCCC(c1nnnn1CCC(C)C)N1CCC(C(N)=O)CC1 (centres undefined)
    15.6	1	1	7.0	-9.2	0.7	2.8	1609	0.3	-4.5
O=C(Nc1ccc(Cl)c(Cl)c1)Oc1ccc(NC(=O)c2ccco2)cc1
    0.6	1	1	-18.8	1.6	-0.4	-0.8	1596	-2.1	-1.6
CCOC(=O)c1nc(Nc2ccc(N3CCC(C)CC3)cc2)c2ccccc2n1
    4.8	1	1.1	0.3	5.1	-7.8	8.3	1462	3.7	0.3
CCOC(=O)c1sc(NC(=O)c2ccc(Br)o2)cc1C
    5.7	1	1	-10.0	2.2	3.8	5.7	1526	-4.2	-1.9
O=C1CC(C(=O)Nc2ccccc2)N=C(N2CCCCC2)N1 (centres undefined)
    0.7	1	1	-8.3	5.5	0.5	-1.8	1448	-2.6	-0.8
CC(=O)Nc1ccc(Sc2ccccc2C(=O)N2CCCC2)cn1
    3.7	1	1.2	-0.7	2.2	-19.7	-2.8	1745	2.0	-10.5
O=C(COc1ccc(Cl)cc1)Nc1nnc(-c2ccco2)o1
    6.3	1	1	-6.1	13.2	-4.2	3.0	1673	-2.0	2.4

Source: PubChem BioAssay
